TAG inh = triacylglycerol accumulation inhibition; inhibition, % at 12.5 µM; 230,000 compounds, 0.66% hits; H9c2 cells, Nile Red lipid (TAG) fluorescence; cells loaded with 200 µM oleic acid;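 active means pattern-corrected inhibition of lipid staining of at least 50% with the nuclear-stain viability signal not falling by more than 50%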;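 further: 0% = DMSO wells and 100% = triacsin C control wells; some results filed as inactive read as strong as hits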
TAG inh DAPI viability = further read-out of TAG inh, marked with its call; DAPI nuclei signal change (viability), lower = more cytotoxic, %;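 whole-well DAPI fluorescence read on a plate reader as a viability signal; minus 50 percent equals half of cells still viable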
* hit, by the source's call.

SMILES	TAG inh	TAG inh DAPI viability
CCc1cc(C(=O)N2CCN(S(=O)(=O)c3ccc(Cl)cc3)CC2)sc1C	-16	1
COc1cccc(N(CC(=O)N2CCN(c3ccccc3OC)CC2)S(C)(=O)=O)c1	0	14
CCCc1[nH]c(=O)c(C#N)c2c1COC(C)(C)C2	11	-9
Cc1onc(-c2ccc(Cl)cc2)c1-c1ccnc(SCC(=O)Nc2ccc(C(C)C)cc2)n1	23	4
COC(=O)c1ccc(C2=NOC(C)(c3sc(-c4ccccc4)nc3C)C2)cc1 (stereo not given)	7	4
CC(=NO)C1CCC2C3CCC4CC(=NO)CCC4(C)C3C(C)(O)CC12C (stereo not given)	11	-6
c1ccc(CCCCN2C(Nc3ccccc3)=NC[C@@H]2Cc2ccccc2)cc1	19	4
Cc1ccc(C)c(S(=O)(=O)N2CC(=O)Nc3ccccc32)c1	8	-13
CCCn1c2ccccc2c2nnc(SC(CC)C(=O)Nc3cc(C)on3)nc21 (stereo not given)	25	-7
Cc1cc(C)c(S(=O)(=O)N2CCOC2CNC(=O)C(=O)NCCCn2ccnc2)c(C)c1 (stereo not given)	0	11
CCCS(=O)(=O)NC(=O)C1(C)CCN(C(=O)c2cccc(OC(F)(F)F)c2)C1 (stereo not given)	12	-5
Cc1ccc(S(=O)(=O)N2[C@@H](c3ccccc3)C(C(=O)O)=CC[C@H]2c2ccc(Cl)cc2)cc1	-12	0
C[C@]12c3[nH]c4ccccc4c3CCN1C(=O)C(CC(=O)NCC13CC4CC(CC(C4)C1)C3)C[C@@H]2C(=O)N1CCOCC1 (stereo not given in full)	13	-10
Cc1cc(C)c2nc(-c3ccccn3)cc(C(=O)n3cccn3)c2c1	-1	10
CC(C)S(=O)(=O)c1ccc(C(=O)Nc2ccc(F)cc2F)cn1	24	-15
CC(C)C[C@@H](CN)NC(=O)c1nc[nH]c1C(=O)N[C@@H](Cc1c[nH]c2ccccc12)C(=O)CNC[C@H](C)NC(=O)c1nc[nH]c1C(=O)N[C@@H](C)C(=O)O	7	6
O=C(C1CCCN(S(=O)(=O)c2cnc[nH]2)C1)N1CCN(Cc2ccccc2)CC1 (stereo not given)	6	11
Cc1cc(Br)ccc1SCC(=O)OCC(O)=C(C#N)c1nc2ccccc2[nH]1	17	5
O=C(N/N=C1/CCSC1)c1cc(Br)ccc1O	-1	-1
Fc1ccccc1C1c2[nH]c3ccccc3c2CCN1Cc1cccn1-c1ncccn1 (stereo not given)	11	19
O=S(=O)(Nc1n[nH]c(C(F)(F)F)n1)c1ccccc1	-3	-2
O=C(Nc1nnc(-c2cccnc2)o1)c1cccc(Cl)c1	7	-10
O=S(=O)(c1ccccc1)N1CCC(=NO)CC1	5	-1
O=C(COC(=O)c1cccc(S(=O)(=O)N2CCOCC2)c1)Nc1ccc(Cl)cn1	5	1
CC1(c2nnc(-c3cccc(Cl)c3)o2)CC(c2ccc(F)cc2)=NO1 (stereo not given)	-6	4
O=C(OCc1nnc(-c2ccccc2)o1)C12CC3CC(CC(Br)(C3)C1)C2	-5	-4
O=c1c(-c2ccccc2)c(O)c2cccc3c2n1CCC3	19	-12
O=C(NCCN1CCCCC1)c1ccc(Oc2cc(Cl)cc(Cl)c2)o1	-16	27
Cc1noc(C)c1C(=O)OCC(=O)NC(=O)c1ccc(C(C)(C)C)cc1	13	7
Nc1nc2cc(S(=O)(=O)N3CCOCC3)ccc2o1	-11	5
N#CCC(=O)Nc1ccc(C(=O)OCC(=O)Nc2ccc3ccccc3c2)cc1	7	5
O=C(O)CCC(=O)c1ccc2c(c1)CCCC2	7	-2
COc1ccc(CNS(=O)(=O)c2ccc(F)c(C(=O)Nc3ccccc3OC)c2)cc1	-15	11
CN(C)c1ccc(C(=O)N/N=C/c2cc(Br)cc(Br)c2O)cc1	49	-23
COc1ccc(N2C(=O)C3CCCN3C2c2ccc(C)o2)cc1Cl (stereo not given)	-2	2
C=CCN1C=C(C(C)=O)C(=O)CC1	2	6
CCOC(=O)Cc1csc(NC(=O)Nc2ccc(OC(F)(F)F)cc2)n1	-20	10
CN(C)CCCNCCCCNC(=O)/C=N/O	-15	22
CCCn1nnnc1SCC(=O)c1ccc(NC(C)=O)cc1	-9	-8
c1ccc(Nc2ccc(-n3ccnc3)nn2)cc1	12	-6
CN(C)c1ccc(NS(=O)(=O)c2ccc(-c3csnn3)cc2)cc1	-11	2
COc1ccc(OCCc2nnc(N)s2)cc1	3	2
O=c1[nH]n(-c2ccccc2)c(=O)cc1Cl	-15	-7
COc1cc(C(=O)OCC(=O)c2ccc(S(=O)(=O)N3CCCCC3)cc2)cc(OC)c1OC	-2	-2
CCNc1nc(N)c(C(=O)c2ccc(Cl)s2)s1	-6	1
Cn1c(=O)n(C)c2cc(/C=N/NC(=O)c3ccc(Cl)cc3)ccc21	13	-2
CCN(CC(=O)Nc1c(F)cccc1F)C(=O)CCN1C(=O)C2CC=CCC2C1=O (stereo not given)	-3	11
S=C(c1ccc2c(c1)OCO2)N1CCCCC1	12	-1
COc1ccc(C(=O)NCc2nnc(SCC(=O)N3CCC(C)CC3)o2)cc1OC	12	-26
Cc1cc(C)c2c(c1)NC(=O)C2(O)CC(=O)c1cccs1 (stereo not given)	-2	57
COc1ccccc1CNS(=O)(=O)c1c(C)cc(C)cc1C	-33	-4
Clc1ccc(CN(Cc2ccc(Cl)cc2)c2nn[nH]n2)cc1	0	-8
COc1ccc(C(=O)Nc2nc3ccccc3[nH]2)cc1S(=O)(=O)N1CCOCC1	0	2
COc1ccc(CCNC(=O)CSc2nc3scc(-c4ccccc4)c3c(=O)[nH]2)cc1	12	-6
Cc1noc(C)c1C(=O)Nc1ccccc1N1CCCC1	7	4
CC(C)CN(C(=O)CSc1nnc2c(Cl)cc(C(F)(F)F)cn12)C1CCS(=O)(=O)C1 (stereo not given)	0	-4
Cc1ccc(C(=O)NC(=S)c2c(C)cc3ccccn23)cc1	-2	-7
O=C1/C(=C/c2ccco2)CCC1C1CCCC1 (stereo not given)	5	9
CCC(C)NC(=O)CN(c1ccc(OC)cc1)S(=O)(=O)c1ccccc1 (stereo not given)	-3	-13
C/C(=N\NC(=O)c1ccccc1Br)c1ccc(N2CCOCC2)cc1	-3	-2

(more compounds)
SMILES	TAG inh	TAG inh DAPI viability
COc1ccc2oc(C(=O)OCC(=O)N(CC(C)C)c3c(N)n(Cc4ccccc4)c(=O)[nH]c3=O)c(C)c2c1	24	-3
Cc1ccc(NC(=O)CN2C(=O)NC3(CCCCC3)C2=O)cc1S(=O)(=O)N1CCOCC1	-12	1
Cc1cccc(OCCc2nnc(N)s2)c1C	5	-10
CCCCCc1nc2sc3c(c2c(=O)n1N)CCC3	19	-9
O=C(NCC1(N2CCCCC2)CCCCC1)C1CC(=O)N(c2ccc3c(c2)OCCO3)C1 (stereo not given)	9	-11
COc1ccc(C=C(C#N)c2ccc(OC)cc2)cc1	-4	0
CC(=O)c1cccc(OCc2cc(C(=O)NCc3nc(C)c(C)s3)no2)c1	-3	2
CN(Cc1ccccc1)C(=O)c1[nH]cnc1C(=O)Nc1nccs1	-17	-2
CC(=O)Nc1ccc(S(=O)(=O)NCCC(=O)NCc2ccco2)cc1	0	-6
COc1ccccc1-n1ccnc(SCC(=O)NCCc2ccccc2)c1=O	9	3
Cn1nnnc1SCC(=O)NNC(=O)c1ccc(F)cc1	-1	-3
Cc1ccc(Cl)cc1NC(=O)COC(=O)C12CC3CC(CC(C3)C1)C2	-16	10
COc1cc(/C(C)=N/NC(=O)c2cccc(S(=O)(=O)N3CCCC3)c2)cc(OC)c1OC	-9	-4
COc1ccc(-c2nnc(NC(=O)c3ccc(S(=O)(=O)N(C)CC4CCCO4)cc3)o2)c(OC)c1 (stereo not given)	12	0
CSC1=NCCN1C(=O)c1ccc2c(c1)OCO2	-25	3
CCn1c(O)c(C=C2N=c3ccccc3=N2)sc1=S	-5	6
O=C(c1cc(C2CC2)nn1-c1ccccc1)N1CCN(Cc2ccccc2F)CC1	2	-2
CCOC(=O)c1c(N2CCCCC2)c2ccccc2[nH]c1=O	-14	9
CCC(SC1=NCCS1)C(=O)Nc1nnc(-c2ccccc2OC)s1 (stereo not given)	15	-5
CCN(CC)c1ccc(C=Nc2cc(C)ccc2C)c(O)c1	7	-13
Cc1nnc(SCC(=O)Nc2sccc2C(N)=O)s1	-3	12
O=C(C1=C[C@@H](c2ccc(Br)cc2)C[C@@H](OCc2ccc(CO)cc2)O1)N1CCOCC1	3	5
S=c1nc2ccccc2c2nc(-c3ccccc3)[nH]n12	-9	-4
C=C(C)C1CC=C(C)/C(=N/NC(=S)Nc2ccccc2)C1 (stereo not given)	-20	14
Cc1ccc2nc3ccc(N4CCN(C)CC4)nn3c(=O)c2c1	9	29
CC(=O)Nc1ccc(S(=O)(=O)NCCc2ccccn2)cc1	-2	6
Cc1cc(N2C(=O)C(=O)/C(=C(/O)c3ccc(F)cc3)C2c2ccc(F)cc2)no1 (stereo not given)	-7	-1
Cc1ccc(S(=O)(=O)NC2=NCN(C3CCCCC3)CN2)cc1	-7	8
COc1ccc(Cl)cc1NC(=O)CCN1C(=O)C2C3C=CC(C4CC34)C2C1=O (stereo not given)	3	-4
CCOC(=O)CC(=O)Nc1ccc(Br)cc1C(=O)O	9	-8
Cc1cccc(-c2n[nH]c(=S)n2/N=C/C=C/c2ccco2)c1	1	-7
CCn1c2ccccc2c2cc([N+](=O)[O-])ccc21	-3	-13
CCOc1ccc(-c2nonc2NC(=O)c2ccco2)cc1	19	-4
CC(C)(C)C(=O)Nc1c2c(nc3c1CCC3)CCCC2	-28	6
CCOCCCNS(=O)(=O)c1ccc2c(c1)OCCO2	4	-10
CCN1C(=O)/C(=C\c2ccncc2)SC1=S	4	-1
Cc1cc(NC(=O)CSC2=NS(=O)(=O)c3cc(Cl)ccc3N2)no1	16	4
Cc1cccn2cc(CCNC(=O)c3cccs3)nc12	0	7
CCC(=O)c1cn(CC(=O)O)c2ccccc12	-3	6
O=c1onc(-c2ccccc2)n1-c1cc(Cl)cc(Cl)c1	-1	0
CCOC(=O)c1c(-c2cccs2)csc1NC(=O)CC(C)C	5	-11
COc1ccc(CCN2CC(C(=O)Nc3ccccc3F)CC2=O)cc1OC (stereo not given)	-12	5
Cc1ccc(NC(=O)C2(C)CCN2C(=O)Cc2ccccc2Cl)cc1C (stereo not given)	10	8
COc1ccc(-n2c(SCC(=O)Nc3ccccc3OC)nc(O)cc2=O)cc1	-11	11
O=C(CSc1nnc2c(Cl)cc(Cl)cn12)N1CCN(S(=O)(=O)c2ccccc2)CC1	3	-12
COc1ccc(-n2c(-c3ccccc3)nnc2-c2ccc(Cl)cc2)cc1	-14	15
CCSc1nnc(NC(=O)COc2ccc3ccccc3c2)s1	0	4
C=CCN(C(=O)CNC(=O)c1cccs1)C(C(=O)NC1CCCCC1)c1cccnc1 (stereo not given)	-7	-2
COc1ccccc1[C@@H]1C(c2ccccc2)=NN(c2ccc(Br)cc2)[C@H]1C(=O)N1CCOC1=O	10	89
O=C(CNC(=O)c1ccncc1)N/N=C/c1ccccc1[N+](=O)[O-]	0	1
Nc1ncnc(Nc2ccccc2Oc2ccccc2)n1	-7	4
CCN(C(=O)COC(=O)c1ccc(S(=O)(=O)N2CCCc3ccccc32)cc1)C1CCS(=O)(=O)C1 (stereo not given)	-5	-5
O=C(N/N=C/c1ccc(-c2ccc([N+](=O)[O-])cc2)o1)[C@H]1C[C@@H]1c1ccccc1	-9	17
CC(C)(C)c1cc(NC(=O)Nc2ccc(Cl)cc2Cl)no1	-3	-2
COc1cccc(OC)c1C(=O)N[C@@H]1C(=O)N2[C@@H]1SC(C)(C)[C@@H]2C(=O)O	-4	1
Cc1onc(-c2c(F)cccc2Cl)c1C(=O)N1C=CC(C(F)(F)Cl)=NCC1	0	-15
OC(c1ccccc1)c1ncc(-c2cccc(C(F)(F)F)c2)[nH]1 (stereo not given)	-12	-9
O=C(CCc1nc2ccccc2c(=O)[nH]1)N1CCN(c2ccccc2Cl)CC1	15	-3
CN(C)CCCNC(=O)C1CCNCC1	-16	-2
O=C(c1n[nH]c2ccccc12)N1CCN(S(=O)(=O)c2ccc(Cl)cc2)CC1	5	-5
CNC(=O)c1sc2nc(-c3ccc(OC)cc3)cn2c1C	10	-1
CN(Cc1ccc(Cl)cc1)C(=O)COC(=O)CSc1ccc([N+](=O)[O-])cc1	-6	-10

In the list so far, 15 have fluorine:
SMILES	TAG inh	TAG inh DAPI viability
CCCS(=O)(=O)NC(=O)C1(C)CCN(C(=O)c2cccc(OC(F)(F)F)c2)C1 (stereo not given)	12	-5
CC(C)S(=O)(=O)c1ccc(C(=O)Nc2ccc(F)cc2F)cn1	24	-15
Fc1ccccc1C1c2[nH]c3ccccc3c2CCN1Cc1cccn1-c1ncccn1 (stereo not given)	11	19
O=S(=O)(Nc1n[nH]c(C(F)(F)F)n1)c1ccccc1	-3	-2
CC1(c2nnc(-c3cccc(Cl)c3)o2)CC(c2ccc(F)cc2)=NO1 (stereo not given)	-6	4
COc1ccc(CNS(=O)(=O)c2ccc(F)c(C(=O)Nc3ccccc3OC)c2)cc1	-15	11
CCOC(=O)Cc1csc(NC(=O)Nc2ccc(OC(F)(F)F)cc2)n1	-20	10
CCN(CC(=O)Nc1c(F)cccc1F)C(=O)CCN1C(=O)C2CC=CCC2C1=O (stereo not given)	-3	11
CC(C)CN(C(=O)CSc1nnc2c(Cl)cc(C(F)(F)F)cn12)C1CCS(=O)(=O)C1 (stereo not given)	0	-4
Cn1nnnc1SCC(=O)NNC(=O)c1ccc(F)cc1	-1	-3
O=C(c1cc(C2CC2)nn1-c1ccccc1)N1CCN(Cc2ccccc2F)CC1	2	-2
Cc1cc(N2C(=O)C(=O)/C(=C(/O)c3ccc(F)cc3)C2c2ccc(F)cc2)no1 (stereo not given)	-7	-1
COc1ccc(CCN2CC(C(=O)Nc3ccccc3F)CC2=O)cc1OC (stereo not given)	-12	5
Cc1onc(-c2c(F)cccc2Cl)c1C(=O)N1C=CC(C(F)(F)Cl)=NCC1	0	-15
OC(c1ccccc1)c1ncc(-c2cccc(C(F)(F)F)c2)[nH]1 (stereo not given)	-12	-9

The list is partial; count on the stated rates, not on these rows.
